SR-BI HDL uptake = inhibitors of mouse SR-BI mediated HDL lipid uptake | 320,000 compounds, 0.96% hits | ldlA[mSR-BI] CHO cells, DiI-HDL uptake fluorescence, 3 h | AID 488896 | inhibition, % at 12.5 µM;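 active = mean replicate inhibition of at least 70% and a set share of replicates each scoring 70 or more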;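 also: 0% = median of neutral control wells and 100% = median of positive control wells; values of inactives mirror those of a sister screen read the other way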
Target sequence (Q61009 whole entry, looked up): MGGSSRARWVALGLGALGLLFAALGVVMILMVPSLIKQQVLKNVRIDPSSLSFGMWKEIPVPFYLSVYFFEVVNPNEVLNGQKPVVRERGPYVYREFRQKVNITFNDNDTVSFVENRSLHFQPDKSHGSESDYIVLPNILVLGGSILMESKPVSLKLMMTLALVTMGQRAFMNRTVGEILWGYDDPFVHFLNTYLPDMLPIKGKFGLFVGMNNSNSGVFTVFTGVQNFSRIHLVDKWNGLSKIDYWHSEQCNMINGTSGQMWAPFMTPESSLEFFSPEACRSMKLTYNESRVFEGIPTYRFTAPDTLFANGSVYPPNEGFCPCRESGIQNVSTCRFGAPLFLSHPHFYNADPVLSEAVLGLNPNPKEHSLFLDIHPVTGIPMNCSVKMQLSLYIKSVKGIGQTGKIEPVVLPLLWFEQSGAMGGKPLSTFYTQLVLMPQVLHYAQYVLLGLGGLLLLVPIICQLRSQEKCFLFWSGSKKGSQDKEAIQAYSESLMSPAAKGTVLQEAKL
Wnt act = Wnt/beta-catenin pathway activation | Wnt/beta-catenin reporter cell assay, activator, plate reader | activation, % at 9.35 µM | 300,000 compounds, 1.2% hits; in the data active = activation above about 30%, passing the limit was not always enough;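 also: 0% = neutral control wells and 100% = positive control wells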
HTR5A inv ag = inverse agonist of human HTR5A in OPRM1-OPRD1 counter-screen | inhibition, % at 9.3 µM | 340,000 compounds, 0.083% hits | HTR5A cell line, luminescence, inverse agonism | AID 504634; in the data active = inhibition mostly above about 23%, no sharp cut-off; inactive = mostly below about 18%;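 also: 0% = cells with DMSO and 100% = no-cell wells with DMSO; some compounds called inactive have numbers as strong as hits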
Target sequence (P47898 whole entry, looked up): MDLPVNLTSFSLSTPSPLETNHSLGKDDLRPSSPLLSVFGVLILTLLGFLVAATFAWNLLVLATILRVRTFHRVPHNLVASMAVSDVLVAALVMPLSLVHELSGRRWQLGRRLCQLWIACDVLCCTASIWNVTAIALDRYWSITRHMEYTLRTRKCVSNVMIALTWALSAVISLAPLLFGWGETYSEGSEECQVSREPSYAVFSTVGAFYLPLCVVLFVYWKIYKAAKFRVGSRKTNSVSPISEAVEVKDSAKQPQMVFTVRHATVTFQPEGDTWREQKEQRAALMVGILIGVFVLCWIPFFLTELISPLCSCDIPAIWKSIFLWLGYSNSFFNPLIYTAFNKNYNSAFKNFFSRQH
MITF act = increases MITF-driven TRPM1 promoter luciferase signal | 300,000 compounds, 0.75% hits | activation, % at 12.5 µM | AID 588334 | SK-MEL-5 TRPM1-promoter luciferase, 24 h; % of positive control, neutral wells = 0;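 active = mean activation of at least 80% with every replicate also reaching 80%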;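 also: 0% = neutral control wells and 100% = parthenolide positive control wells; values of inactives mirror those of a sister screen read the other way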
PvdQ inh = blocks Pseudomonas aeruginosa PvdQ acylase activity; purified PvdQ acylase, fluorescence plate reader; inhibition, % at 10 µM; 340,000 compounds, 0.063% hits; AID 488965; in the data active = inhibition above about 30%, passing the limit was not always enough;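 also: 0% = vehicle neutral wells and 100% = reference inhibitor wells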
CDK5 inh = CDK5/p35 (human) kinase inhibition; Q00535+Q15078; Recombinant CDK5/p35, ADP-Glo luminescence, 60 min; inhibition, % at 10 µM; 330,000 compounds, 0.01% hits; AID 488839;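 active = highest replicate inhibition of at least 50% and at least 75% of replicates reaching 50%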;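 also: plate controls were DMSO neutral control for no effect and GW8510 at 10 µM for full effect; many of its hits are not listed in these tables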
dFosB activator = mouse delta FosB homodimer activation; P13346; 340,000 compounds, 0.99% hits; purified delta FosB, TAMRA-CDK5 oligo fluorescence polarization; percent of positive-control signal above neutral wells; activation, % at 25 µM; AID 493131;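 active = mean activation above about 17%, with every replicate also reaching it, limit read from the data, passing the limit was not always enough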;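 also: fluorescence polarization rise as delta FosB binds a TAMRA Cdk5 AP-1 oligo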
NSD2 HMT inh = blocks human histone methyltransferase NSD2; O96028; NSD2 peptide methylation, AlphaScreen, 120 min; inhibition, % at 12.5 µM; 310,000 compounds, 0.54% hits; AID 743445; in the data active = inhibition above about 50%
HTR5A ag = activates human HTR5A in OPRM1-OPRD1 agonist counter-screen; P47898; HTR5A agonist assay, luminescence, cell-based; activation, % at 9.3 µM; 340,000 compounds, 0.61% hits; AID 504692; in the data active = activation mostly above about 9.5%, no sharp cut-off; inactive = mostly below about 7.6%;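 also: 0% = cells with vehicle only and 100% = reference agonist; strong numbers were not always called active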
V-ATPase pHluor = regulators of yeast V-ATPase proton transport; S. cerevisiae, pHLuorin cytosolic pH fluorescence; 350,000 compounds, 0.37% hits; response, % at 10 µM; in the data active = response mostly above about 7.3%, no sharp cut-off; inactive = mostly below about 5.4%; also: actives read high; inactives centre near 0; some compounds called inactive have numbers as strong as hits; reference of the scale not given here
An asterisk follows results filed as active; x = no result given; & = joins results of further samples.

smiles	V-ATPase pHluor	MITF act	CDK5 inh	NSD2 HMT inh	PvdQ inh	dFosB activator	SR-BI HDL uptake	Wnt act	HTR5A ag	HTR5A inv ag
COCCC1CCCCN1C(=O)c1cc(COc2ccc(C)nc2)on1 (centres undefined)	6	1	0.1	-5	1	3	4	0	0	-1
O=C(CSc1nnc(-c2cccc(F)c2)o1)N1CCOCC1	1	38	-1.1	0	-16	3	-24	4	1	15
CC1CSc2ccccc2NC1=S (centres undefined)	-1	15	0.6	0	-1	4	4	-3	2	-5
Cc1nc([N+](=O)[O-])cn1-c1ccc(N)cc1	1	6	-2.5	-4	0	-4	-10	x	7	-64
COc1cccc(/C=C2\Oc3cc(OCC(=O)N4Cc5ccccc5C[C@H]4C(=O)O)ccc3C2=O)c1	-1	-4	1.2	x	-2	-11	6	x	1	-11
COc1cccc2cc(C(=O)OC3CCN(C)CC3)c(=O)oc12	-1	3	0.8	x	-4	2	-18	-1	5	-14
CC(/C=C1\SC(=S)N(NC(=O)c2ccc(C)cc2)C1=O)=C\c1ccccc1	-5	x	-1.8	1	7	-9	50	x	2	-5
COc1ccc(C(=O)Nc2ccccc2C(=O)NC(Cc2c[nH]c3ccccc23)C(=O)O)cc1 (centres undefined)	2	7	-0.4	-8	-4&-4	4	-19&14	-2	x	x
COc1c(C)cc(C(=O)C2CCCN(C(=O)c3ccc4cc[nH]c4c3)C2)cc1C (centres undefined)	3	9	0.5	0	-10	-17	-10	-1	-8	-4
O=C(O)CCCCCCC1C(=O)NC(=O)N1CCC(O)C1CCCCC1 (centres undefined)	-1	7	-1.4	x	-6	-4	-12	5	5	-18
O=C(O)CN1C(=O)C2C3C=CC(C3)C2C1=O (centres undefined)	-5	5	-2.9	x	-18	1	-6	-3	4	-12
OCC1(CCCc2ccccc2)CCN(Cc2ccc(F)cc2)CC1	1	-8	-3.6	-1	-8	-2	-4	-1	1	-12
COc1ccccc1CNC(=O)/C=C/c1ccc(Br)o1	0	-3	0.3	x	-1	-15	-10	-3	4	-11
CCn1ncc(Br)c1C(=O)Nc1ncc(C)s1	-3	13	-0.3	-1	-8	-7	-6	3	2	-9
CSc1ccccc1-c1nnc(NC(=O)Cc2ccccc2)o1	-2	19	-1.5	39	-3	2	-12	-1	-1	5
CCSC(C)CC1CC(=O)CC(=O)C1 (centres undefined)	2	-1	2.4	2	-2	-7	12	x	4	8
C/C=C/COC(=O)c1[nH]c2c(c1C)C(=O)CC(c1ccc(N(C)C)cc1)C2 (centres undefined)	0	30	0.1	x	-5	85*	67	-2	1	-4
CCOC(=O)c1c(NC(=O)Cn2nc([N+](=O)[O-])c(Br)c2C)sc2c1CCC(C)C2 (centres undefined)	4	-4	-1.3	-4	-7	-7	-6	-11	0	0
Cc1c(C(=O)Nc2ccccn2)sc2nc3n(c(=O)c12)CCC3	-5	25	2.0	19	-11	-19	-6	26	1	7
N/C(=N\OC(=O)c1ccco1)c1cccnc1	0	32	0.3	-2	-14	-4	-24	38*	-3	7
OCC[C@H]1NCc2cc(CO)cc(-c3ccccc3)c21	1	7	1.3	x	-14	-10	12	0	3	-11
Cc1ccccc1-n1nc(C(=O)c2cccs2)cc(-c2nc3ccccc3[nH]2)c1=N	-3	x	-0.7	3	15	14	31	-11	-8	21
O=C(c1cccs1)N1CCN(c2nc3ccc([N+](=O)[O-])cc3s2)CC1	-3	12	0.0	x	0	5	6	-3	4	-12
Cc1cccc(NC(=O)c2cccc(S(=O)(=O)Nc3ccccc3C(=O)O)c2)c1	-1	18	0.2	-1	4	-2	3	0	3	-10
Cc1cc(CSC(=N)N)c(CSC(=N)N)cc1C	3	10	0.2	-3	0	6	-15	1	2	29
COC(=O)C(c1ccccc1)C1(O)CC(C)N(C)CC1C (centres undefined)	6	5	0.6	11	2	-2	1	0	2	-5
CC1CCCN(C(=O)C23CCC(C)(C(=O)C2)C3(C)C)C1 (centres undefined)	1	12	8.9	-1	5	-4	-25	x	-5	12
CC(=O)N1c2ccc(S(=O)(=O)N3CCC(C(=O)N4CCCC(C)C4)CC3)cc2CC1C (centres undefined)	-1	-11	-0.5	-4	-15	-7	-8	-2	1	-27
O=C(COC(=O)c1cc(S(=O)(=O)N2CCCC2)ccc1O)NCc1ccccc1	2	6	0.6	-1	1	2	-6	0	-5	12
COCCN(C(=O)/C=C/c1cccc([N+](=O)[O-])c1)c1c(N)n(Cc2ccccc2)c(=O)[nH]c1=O	-3	-7	1.2	-3	4	1	-11	0	-2	4
COc1cc(C(=O)Oc2cc(N)n(S(=O)(=O)c3ccc(F)cc3)n2)cc(OC)c1OC	2	-5	-0.3	1	-3	-3	3	-3	-8	8
O=C1NCCOC(=O)[C@@H](Cc2ccc(F)cc2)CC/C=C/C[C@H]1CC(=O)N(CCO)Cc1ccccc1	1	-11	0.5	x	-14	-5	7	3	0	-1
O=C(O)COc1ccccc1/C=N/NC(=O)Cc1csc(Nc2cccc(C(F)(F)F)c2)n1	-1	-4	-6.1	x	-8	-11	4	-1	x	x
COc1ccc(NC(=O)C(CCS(C)(=O)=O)NC(C)=O)cc1 (centres undefined)	-2	5	-1.3	1	-14	-7	5	x	-3	-7
CCCc1ccc(S(=O)(=O)N2CCN(Cc3ccco3)CC2)cc1	1	-9	1.0	5	2	-13	4	-1	5	-11
COc1ccc(-c2noc(CCC(=O)N3CCN(c4ccccc4F)CC3)n2)cc1	-1	-3	-4.4	x	-19	-3	-17	0	0	-1
CCOC(=O)c1ccccc1NC(=O)/C=C/c1cc(OC)c(OC)c(OC)c1	5	7	0.3	0	-6	1	9	x	1	22
O=[N+]([O-])c1cc(Cl)ccc1N1CCN(c2ccccc2O)CC1	3	15	0.3	6	13	-4	7	-8	x	x
CSc1ncccc1C(=O)Nc1cccc(S(=O)(=O)N2CCOCC2)c1	3	8	-1.7	-1	-8	-2	6	-1	6	-16
Cc1ccc(NC(=O)CN(C)CC(=O)Nc2ccc(N3CCOCC3)cc2)c(C)c1	6	-7	1.2	-2	-12	-8	3	-4	-2	-6
Cn1c(CNC(=O)CCNC(=O)c2ccc(F)c(F)c2)cc(=O)n(C)c1=O	2	-7	0.8	-7	9	-5	-32	0	5	-21
CC(OC(=O)C1CCN(c2ccc(C(F)(F)F)cn2)CC1)C(=O)NC1CCCCC1C (centres undefined)	0	x	-5.2	-3	-4	-10	-7	-4	-4	11
Nc1nc2c(ncn2C2C[C@H](O)[C@@H](CO)O2)c(=O)[nH]1 (some centres undefined)	-2	6	-0.3	x	-10	5	-6	-7	2	-8
O=C(Cn1c(=O)oc2ccccc21)N(Cc1ccccc1)C1CCS(=O)(=O)C1 (centres undefined)	3	1	0.8	1	-19	-4	-13	x	1	1
Cc1cc(Cl)ccc1OCC(=O)NCCOc1nc(N2CCOCC2)nc(N2CCOCC2)n1	3	x	-6.4	-1	-8	5	32	-4	1	-3
Cc1ccc(S(=O)(=O)CC2CSc3nc4ccccc4n32)cc1 (centres undefined)	1	-18	-1.6	4	-3	-13	-16	-1	0	-13
Cc1cccc(N/C(=N\S(=O)(=O)c2ccccc2)C(F)(F)F)c1	-1	-2	-0.2	-1	-19	-5	-7	x	1	-2
O=C(NCc1ccccn1)C1CCCN(Cc2cnn(-c3ccccc3)c2-n2cccc2)C1 (centres undefined)	1	-6	0.4	x	-18	-4	4	-3	7	-18
O=C(COc1ccccc1)NC1CCCCCCC1	0	27	-1.4	-1	-17	1	-17	5	2	-6
COc1cccc(/C=N/n2c(=S)n(C)c3ccccc32)c1OC	6	x	-0.6	-1	-10	-9	16	6	6	-18
Cn1c(=O)c2ncn(CC(=O)Nc3cccc(-c4nc5ccccc5s4)c3)c2n(C)c1=O	0	7	-1.0	-1	-9	78*	35	x	x	x
Cc1ccc(NC(=O)C2CCN(c3ncnc4c3nc3n4CCCCC3)CC2)nc1	-2	-19	0.3	4	-7	-4	9	-1	3	-12
O=C(/C=C/c1ccccc1)Nc1ncn[nH]1	3	-21	0.9	0	-5	-4	-1	-10	6	-18
N#C/C(=C\c1cccs1)C(=O)NCc1ccccc1	1	5	0.5	-2	-12	-9	-20	3	2	4
Cc1ccc2[nH]c(=O)c(Cc3ccccc3)c(O)c2c1	-2	0	-2.7	x	-15	7	2	-1	0	1
Cc1cccc(NC(=O)c2ccc(Cl)c(S(=O)(=O)N3CCCCC3)c2)n1	6	30	1.2	-1	-11	-9	27	8	7	-18

Fetched by structure from the list above (2):
smiles	V-ATPase pHluor	MITF act	CDK5 inh	NSD2 HMT inh	PvdQ inh	dFosB activator	SR-BI HDL uptake	Wnt act	HTR5A ag	HTR5A inv ag
Cc1ccc2[nH]c(=O)c(Cc3ccccc3)c(O)c2c1	-2	0	-2.7	x	-15	7	2	-1	0	1
COc1cccc(/C=N/n2c(=S)n(C)c3ccccc32)c1OC	6	x	-0.6	-1	-10	-9	16	6	6	-18

Next section.
smiles	V-ATPase pHluor	MITF act	CDK5 inh	NSD2 HMT inh	PvdQ inh	dFosB activator	SR-BI HDL uptake	Wnt act	HTR5A ag	HTR5A inv ag
Cc1ccc(C(=O)/C=C\C(=O)c2ccc(C)cc2)cc1	-5	3	-4.7	3	-12	0	-26	1	6	30
O=C(COC(=O)c1cccnc1Nc1ccccc1F)NCCN1C(=O)CSC1=O	-4	-1	-2.7	-1	4	-6	48	-2	2	9
Cn1c(SCC(=O)NCC2CCCO2)nnc1-c1ccc(Cl)cc1 (centres undefined)	-1	-4	-1.2	x	8	0	-26	3	-7	17
COc1nc(NC23CC4CC(CC(C4)C2)C3)nc(OC)n1	-5	0	-0.9	5	10	-1	6	x	-5	4
O=C(Cc1ccccc1F)OCN1C(=O)c2ccccc2C1=O	-1	-10	0.3	1	-9	1	-42	4	-3	-20
